HGIII-sPLA2 inh: Inhibits HGIII-sPLA2 liposome hydrolysis, primary screen | inhibition, % at 12.2 µM | Q9NZ20 | 0.56% of 370,000 active | QFRET BODIPY PC-A2 liposome hydrolysis, fluorescence;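 active = inhibition above mean plus 3 SD of compounds lying within the high and low control bounds, cut at about 19% in these data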;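 also: 0% = median of test compound wells and 100% = no enzyme DMSO wells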
ADAM10 inh: inhibitors of human ADAM10 | recombinant ADAM10, EDANS/DABCYL FRET peptide cleavage, 3 h | inhibition, % at 7 µM | 0.62% of 370,000 active | AID 720582;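 active = inhibition above a per-campaign cutoff equal to the mean of compounds falling between control-based bounds plus 3 SD, cut at about 20% in these data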;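 also: 0% = DMSO wells while the 100% control is not disclosed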
Target sequence (O14672 214-748 limits assumed): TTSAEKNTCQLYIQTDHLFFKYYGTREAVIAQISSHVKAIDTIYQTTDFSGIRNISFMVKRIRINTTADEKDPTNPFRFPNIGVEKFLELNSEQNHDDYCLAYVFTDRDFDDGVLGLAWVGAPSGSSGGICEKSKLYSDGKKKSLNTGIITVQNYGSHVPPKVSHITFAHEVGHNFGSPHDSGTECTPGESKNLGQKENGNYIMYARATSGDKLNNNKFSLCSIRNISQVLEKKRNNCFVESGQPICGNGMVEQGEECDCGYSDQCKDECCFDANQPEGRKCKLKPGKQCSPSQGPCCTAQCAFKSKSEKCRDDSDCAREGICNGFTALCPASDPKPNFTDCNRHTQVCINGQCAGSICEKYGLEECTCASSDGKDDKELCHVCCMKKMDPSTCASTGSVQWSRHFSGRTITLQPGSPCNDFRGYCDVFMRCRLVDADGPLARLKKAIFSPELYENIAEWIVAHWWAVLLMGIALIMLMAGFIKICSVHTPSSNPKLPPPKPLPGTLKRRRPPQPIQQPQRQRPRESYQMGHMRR
ssDAF-12 act: activators of S. stercoralis DAF-12 nuclear receptor; HEK293 ssDAF-12/GRIP1 lit1-tk-luc reporter, luminescence; % of 3 µM dafachronic acid response; activation, % at 6.8 µM; AID 652126; 1% of 370,000 active;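 active = activation above the mean over all tested compounds plus 3 SD, cut at about 0.9% in these data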;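 also: 0% = DMSO-only wells and 100% = 3 µM delta7-dafachronic acid wells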
DAX1 inh-1: inhibits human nuclear receptor DAX1. inhibition, % at 6.75 µM. AID 504766. HEK293 Gal4-DAX1 luciferase reporter, luminescence. 0.99% of 340,000 active;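 active = inhibition above the mean over all tested compounds plus 3 SD, cut at about 4.2% in these data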;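 also: 0% = DAX1-transfected cells with DMSO and 100% = empty-vector control cells with DMSO; inhibition shows as a rise in luminescence from relieved DAX1 repression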
Target sequence (P51843 207-470 limits assumed): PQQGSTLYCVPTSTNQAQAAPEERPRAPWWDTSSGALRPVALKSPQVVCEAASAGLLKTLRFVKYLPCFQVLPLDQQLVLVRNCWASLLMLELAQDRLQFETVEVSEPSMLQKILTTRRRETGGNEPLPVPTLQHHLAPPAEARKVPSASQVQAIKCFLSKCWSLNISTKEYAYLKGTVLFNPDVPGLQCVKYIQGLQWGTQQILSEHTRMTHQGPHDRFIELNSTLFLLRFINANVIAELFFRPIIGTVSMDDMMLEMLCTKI
DAX1 inh-2: blocks DAX1 repression of SF-1 activated StAR promoter; HEK293T StAR-luciferase reporter, SF-1/DAX-1 repression relief; inhibition, % at 6.8 µM; 1.1% of 370,000 active; AID 652010;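 active = inhibition above the mean over all tested compounds plus 3 SD, cut at about 3.6% in these data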;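 also: 0% = DAX-1 cells with DMSO and 100% = cells lacking DAX-1 with DMSO; higher inhibition means more luminescence from relief of DAX-1 repression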
SMARCA2 act: activators of SMARCA2 function; MG213 cells, MMTV-luciferase reporter, dexamethasone, overnight; activation, % at 9.1 µM; 1% of 370,000 active; in the data active = activation above about 7.8%;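 also: 0% = vehicle wells and 100% = reference activator wells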
GAA850 FXN act: frataxin GAA850 promoter activation. HEK293 lucGAA850 FXN promoter luciferase reporter, 24 h; percent of 10 µM SAHA response. activation, % at 6 µM. 0.56% of 360,000 active. AID 540364;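 active = activation above the average of all compounds screened plus 3 SD, cutoff fixed separately per campaign, cut at about 7.5% in these data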;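 also: 0% = DMSO wells and 100% = 10 µM SAHA wells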
hgDAF-12 ag: hgDAF-12 agonism, primary luciferase screen; AID 687014; HEK293 GAL4-hgDAF12 UAS-luciferase reporter, agonist luminescence; normalized to butyrate control; activation, % at 6.8 µM; 1.8% of 370,000 active;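 active = activation above a cutoff set at the mean of all screened compounds plus 3 SD, cut at about 10% in these data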;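 also: 0% = DMSO wells and 100% = sodium butyrate wells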
NPR2 activator: GC-B (human) receptor activation; 0.11% of 370,000 active; P20594; HEK293-GC-B cells, CNP EC30, cGMP TR-FRET; 0% at EC30 CNP, 100% saturating CNP; activation, % at 10 µM;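 active = activation at 10 µM reaching about 35% in either raw or pattern-adjusted values, limit read from the data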
hcDAF-12 act: activators of H. contortus DAF-12 nuclear receptor. HEK293 hcDAF-12 lit1-tk-luc reporter, luminescence; 0% DMSO, 100% Δ7-dafachronic acid. activation, % at 6.8 µM. 1.4% of 370,000 active;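 active = activation above the mean of all tested compounds plus 3 SD, cut at about 5.5% in these data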;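 also: 100% = response to 3 µM Δ7-dafachronic acid high control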
NPR1 activator: GC-A (human) enzyme activation | AID 1671463 | HEK293 GC-A cells, cGMP TR-FRET, EC30 ANP; 0% at EC30 ANP, 100% saturating ANP | activation, % at 10 µM | 0.14% of 370,000 active | P16066; in the data active = activation above about 40%
* hit, by the source's call; · = not tested or not shown; & = joins results of further samples.

SMILES	HGIII-sPLA2 inh	ADAM10 inh	ssDAF-12 act	DAX1 inh-1	DAX1 inh-2	SMARCA2 act	GAA850 FXN act	hgDAF-12 ag	NPR2 activator	hcDAF-12 act	NPR1 activator
O=C(CN1C(=O)S/C(=C/c2ccncc2)C1=O)Nc1ccccc1	1	1	-1.5	-0.8	-2.1	-1	-0.2	0.2	-2	-2.1	1
Cc1ccc(N(C(=O)CNC(=O)c2ccco2)C(C(=O)NC2CCCCC2)c2cccnc2)c(C)c1 (configuration not stated)	1	-2	-0.8	-1.1	-0.1	-3	-0.3	-1.3	-3	1.0	0
Cc1ccc(C)n1-n1c(C)nc2sc3c(c2c1=O)CCCCC3	-3	2	-1.3	0.2	-0.4	3	1.2	-3.4	-8	-1.6	5
COCCCNC(=O)c1oc2ccc(S(=O)(=O)N3CCOCC3)cc2c1C	-1	9	-1.4	4.9*	0.3	2	-1.3	1.9	1	-0.7	0
COc1cc2c(cc1OC)C(COc1ccc(F)cc1)N(C(C)=O)CC2 (configuration not stated)	3	-9	-0.1	0.6	-0.2	-2	1.5	-2.4	7	-0.4	0
CCNC(=O)N1CCCC(C(=O)c2ccc(C(F)(F)F)cc2)C1 (configuration not stated)	6	-7	-1.5	0.2	-0.3	1	0.6	-0.1	-1	1.4	-4
C/C=C(\C)CN1CCC(Oc2ccc(C(=O)NCc3ccccn3)cc2)CC1	-8	-1	-1.1	-0.2	1.0	-1	0.3	-2.4	0	0.7	2
COc1ccc2c(c1)-c1nc(/N=C/c3ccccc3O)sc1CC2	2	-28	-1.0	-0.8	-0.8	-1	0.2	1.5	-3	-0.9	-3
CC(=O)Nc1ccccc1NC(=O)c1ccccc1-c1ccccc1	4	7	-2.0	1.2	-0.2	3	1.8	0.1	7	-2.2	0
COC(=O)C1=C(NC(=O)C2CCCCC2)CCS1	4	-10	-1.5	0.8	-0.4	-1	2.1	-4.5	2	-2.1	1
COc1ccc(-c2[nH]ncc2CN2CCN(C3CCCCC3)C(=O)C2)cc1F	3	4	-1.6	0.0	-0.9	0	1.3	1.4	3	-1.1	-4
O=C(OCc1ccccc1)c1cc(S(=O)(=O)N2CCCCC2)ccc1N1CCOCC1	11	-14	-1.2	1.0	-3.1	-4	0.6	-3.2	4	-2.4	4
CC1=C(C(N)=O)C(c2ccccc2)n2nc(-c3ccncc3)nc2N1 (configuration not stated)	-2	0	-0.5	-0.1	-0.4	-4	-2.1	-0.6	3	-1.4	-1
Cc1onc(-c2ccccc2)c1C(=O)Nc1cc(C(F)(F)F)ccc1N1CCOCC1	0	0	-0.7	-1.9	-1.4	-1	-2.4	1.9	-4	-0.1	-5
O=C(CNC(=O)c1ccccc1)NC1(C(=O)NC2CCCC2)CCCCC1	16	3	-1.9	-0.3	-0.5	-2	0.9	3.9	-1	-1.3	-5
COc1cc2[nH]c(C(=O)N3CC(C)OC(C)C3)cc2c(OC)c1OC (configuration not stated)	9	-15	-0.8	0.7	0.6	1	1.9	-3.7	-6	-2.5	3
NC(N)=N/N=C/c1c(Cl)cccc1Cl	1&13	5&-1	-0.7&-1.8	-0.6&0.1	-1.1&-0.4	-1&-4	-0.7&0.8	1.1&-1.4	-7&-7	-0.4&-1.6	-6&-7
Cn1c(C(=O)N2CCN(c3ccc([N+](=O)[O-])cc3)CC2)cc2c(=O)[nH]c3ccccc3c21	6	-13	-1.9	-1.2	0.0	-5	-1.3	-1.6	2	-0.8	5
Nn1c(SCC(=O)Nc2ccc3c(c2)OCCO3)nnc1-c1ccccn1	-4	-4	-1.0	-1.1	-0.4	-2	-2.5	1.5	0	-0.8	-3
COc1ccc(NC(=O)CSc2nnc(-c3ccoc3C)n2CC2CCCO2)cc1 (configuration not stated)	7	2	-1.4	0.3	-0.6	4	1.9	-1.3	-2	-1.4	-2
COc1ccc(/C=C2\SC(=S)N(CCCC(=O)Nc3ccccc3C(=O)O)C2=O)cc1OC	-15	-5	-1.2	1.0	-0.1	-2	-0.6	-0.1	-1	6.3*	-4
O=S(=O)(c1ccccc1F)N1CCC(c2nc3ccccc3[nH]2)CC1	-3	7	-1.5	-0.4	-0.2	2	-2.3	0.8	6	-2.1	0
COc1cc(NC(=O)CCC(=O)OCCCC(F)(F)C(F)(F)F)nc(OC)n1	0	6	-1.6	3.2	0.5	0	0.6	-2.2	-7	1.1	-4
Cc1ccc(CSC2=NCCN2S(=O)(=O)c2ccccc2)cc1	-8	0	-2.0	0.9	0.7	0	2.3	-6.4	3	0.0	0

Sorted by heavy-atom count (rising): some entries from above.
SMILES	HGIII-sPLA2 inh	ADAM10 inh	ssDAF-12 act	DAX1 inh-1	DAX1 inh-2	SMARCA2 act	GAA850 FXN act	hgDAF-12 ag	NPR2 activator	hcDAF-12 act	NPR1 activator
NC(N)=N/N=C/c1c(Cl)cccc1Cl	1&13	5&-1	-0.7&-1.8	-0.6&0.1	-1.1&-0.4	-1&-4	-0.7&0.8	1.1&-1.4	-7&-7	-0.4&-1.6	-6&-7
COC(=O)C1=C(NC(=O)C2CCCCC2)CCS1	4	-10	-1.5	0.8	-0.4	-1	2.1	-4.5	2	-2.1	1
Cc1ccc(CSC2=NCCN2S(=O)(=O)c2ccccc2)cc1	-8	0	-2.0	0.9	0.7	0	2.3	-6.4	3	0.0	0
CC1=C(C(N)=O)C(c2ccccc2)n2nc(-c3ccncc3)nc2N1 (configuration not stated)	-2	0	-0.5	-0.1	-0.4	-4	-2.1	-0.6	3	-1.4	-1
O=C(CNC(=O)c1ccccc1)NC1(C(=O)NC2CCCC2)CCCCC1	16	3	-1.9	-0.3	-0.5	-2	0.9	3.9	-1	-1.3	-5
COc1cc(NC(=O)CCC(=O)OCCCC(F)(F)C(F)(F)F)nc(OC)n1	0	6	-1.6	3.2	0.5	0	0.6	-2.2	-7	1.1	-4
COc1ccc(NC(=O)CSc2nnc(-c3ccoc3C)n2CC2CCCO2)cc1 (configuration not stated)	7	2	-1.4	0.3	-0.6	4	1.9	-1.3	-2	-1.4	-2
O=C(OCc1ccccc1)c1cc(S(=O)(=O)N2CCCCC2)ccc1N1CCOCC1	11	-14	-1.2	1.0	-3.1	-4	0.6	-3.2	4	-2.4	4
Cn1c(C(=O)N2CCN(c3ccc([N+](=O)[O-])cc3)CC2)cc2c(=O)[nH]c3ccccc3c21	6	-13	-1.9	-1.2	0.0	-5	-1.3	-1.6	2	-0.8	5
COc1ccc(/C=C2\SC(=S)N(CCCC(=O)Nc3ccccc3C(=O)O)C2=O)cc1OC	-15	-5	-1.2	1.0	-0.1	-2	-0.6	-0.1	-1	6.3*	-4

Next structures follow.
SMILES	HGIII-sPLA2 inh	ADAM10 inh	ssDAF-12 act	DAX1 inh-1	DAX1 inh-2	SMARCA2 act	GAA850 FXN act	hgDAF-12 ag	NPR2 activator	hcDAF-12 act	NPR1 activator
O=C(Cc1ccc(S(=O)(=O)N2CCCC2)s1)Nc1nc2c(s1)CCCC2	-27	4	-1.1	-1.4	-1.0	-1	1.9	-2.6	-2	-2.8	0
O=C(c1cn(Cc2ccccc2)nc1-c1ccccc1)N1CCN(c2ccccn2)CC1	-11	-11	-1.4	-2.4	-5.0	1	-6.2	2.6	-1	-1.6	3
Cc1cc(C2CC(=O)Nc3ccccc3S2)c(C)s1 (configuration not stated)	-1	1	-0.3	0.1	0.0	-2	0.6	-1.4	0	0.0	-2
COc1ccccc1Cc1c(-c2ccccc2)nc2c(C)cc(Br)cn12	-4	-25	-0.8	·	0.1	-5	·	2.1	-4	3.8	-8
COc1ccc(N(C(=O)c2cccnc2)S(=O)(=O)c2ccc(Cl)cc2)cc1	-1	2	-1.5	3.2	-1.1	4	-1.1	-0.3	-9	-1.2	-6
COc1ccc(S(=O)(=O)N2CCC(C(=O)NC3CC(C)(C)NC(C)(C)C3)CC2)cc1	6	2	-1.0	0.6	-1.0	1	-0.9	1.2	3	-0.1	3
CCN1C(=O)C(O)(C2COC(C)(C)CC2=O)c2ccccc21 (configuration not stated)	1	-6	-1.0	0.7	-0.5	-3	-0.2	2.0	-1	2.4	5
COc1ccc(C=O)cc1CSc1ncccc1C(=O)O	-1	-2	0.6	-1.5	-0.5	-2	2.1	0.0	2	-0.6	-1
O=C(Cc1c[nH]c2ccccc12)Nc1ccc(Nc2cccnc2)c(-c2ccc(Oc3ccccc3)cc2)c1	-14	5	-1.2	·	-1.3	-4	·	-0.1	-2	1.1	-5
O=C1ON=C(c2ccccc2[N+](=O)[O-])/C1=C/c1cccc([N+](=O)[O-])c1O	1	5	-0.9	0.2	0.0	0	3.2	0.2	-1	0.1	-1
S=C1NCCc2ccc(Cl)cc2C1c1ccccc1Cl (configuration not stated)	9	3	-0.7	1.4	-0.2	-1	1.0	-0.6	-3	-0.7	-2
COc1cc(/C=C/C(=O)OCC(=O)Nc2cc(S(=O)(=O)N3CCCCC3)ccc2C)ccc1O	-19	-36	-1.7	0.4	0.8	-2	-1.1	-0.7	-3	-1.2	-7

From PubChem
